# Bioassay records from PubChem BioAssay.
# C2C12 statin: protects C2C12 myotubes from simvastatin toxicity. rescue of ATP level, % at 7.49 µM. ATP luminescence, 48 h; scaled: DMSO 0, geranylgeraniol control 100. AID 602340. 330,000 tested, 0.78% active;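 active = mean ATP rescue above about 67%, or every replicate alone reaching that limit, limit read from the data, passing the limit was not always enough; inconclusive = no clear call, values can overlap the other calls; inactive = mean under the limit and some replicate under it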;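 note: myotubes were challenged with 10 µM simvastatin during compound exposure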
# PglD inh: blocks C. jejuni PglD acetyltransferase activity | purified PglD enzyme, DTNB colorimetric CoA detection | 360,000 tested, 0.098% active | inhibition, % at 12.5 µM; in the data active = inhibition above about 16%, passing the limit was not always enough; inconclusive = no clear call, values can overlap the other calls; note: strong numbers were not always called active
# Cneo AK release: causes C. neoformans cell lysis. AID 651654. lysis activity, % at 15 µM. 360,000 tested, 0.2% active. adenylate kinase release luminescence, 4 h; normalised: neutral wells 0, clomiphene wells 100;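 active = mean lysis activity across replicates of at least 80%, whatever share of replicates individually reach that level; inactive = mean lysis activity below 80%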
#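 Assay system: log-phase C. neoformans yeast / Quantity: yeast cell density of 5 × 10^6 cells/mL / Medium: fresh YPD growth medium / Compound: single dose / Timing: static 4 h at 37 °C with compound, 1 h detection / Measured by: adenylate kinase release luminescence / Read-out: lysis from increased AK signal / Benchmarks: Clomiphene as positive lysis control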
# INS-1E GSIS act: GLuc luminescence reporter in INS-1E cells, primary screen for activators of glucose-dependent secretion of insulin; 370,000 tested, 0.61% active; activation, % at 16.6 µM; INS-1E GLuc reporter insulin secretion, 2-3 h;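 active = lowest replicate activation of at least 40%, so every replicate reaches that level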;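 note: 0% = median of neutral control wells and 100% = median of IBMX positive control wells; some compounds called inactive have numbers as strong as hits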
# PAX8 reporter: lowers PAX8-driven luciferase in RMG-I cells; inhibition, % at 12.6 µM; 360,000 tested, 1.2% active; RMG-I TPO-luciferase reporter, SteadyGlo, 24 h;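 active = mean replicate inhibition at least 60% with every replicate also reaching 60%; inconclusive = only one of the two criteria is met; inactive = mean below 60% and not all replicates reaching 60%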;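 note: luciferase light reporting Pax8 driven TPO promoter activity; plate controls were median of neutral control wells for no effect and mitoxantrone controls for full effect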
# ARNT-TACC3 inh: ARNT/TACC3 interaction disruption; inhibition, % at 9.99 µM; AlphaScreen His-ARNT PAS-B/GST-TACC3 binding, luminescence; TACC3 fragment carries E629A point mutation; AID 623870; 390,000 tested, 0.66% active; Q9Y6A5;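 active = mean inhibition of replicates at least 50% and at least half of replicates each reaching 50%; inconclusive = half or more replicates reach 50% but mean below 50%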;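 note: 0% = complete ARNT plus TACC3 wells and 100% = ARNT alone without TACC3; many hits fall short of the cut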
# LGR2 antag: inhibitors of bursicon-induced Drosophila LGR2 receptor cAMP signaling; AID 720647; HEK293 LGR2, CRE-luciferase, bursicon-stimulated, 4 h; 380,000 tested, 0.35% active; inhibition, % at 9.99 µM;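 active = drop in luminescence signal, shown as inhibition above about 50% in the replicate tests, limit read from the data, passing the limit was not always enough; inconclusive = probably only some replicates passing the limit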;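 note: agonist challenge used bursicon conditioned medium at about half maximal strength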
# PGC1a acetyl inh: lowers PGC1a acetylation signal in U2OS cells | AlphaScreen anti-acetyl-lysine; with virally co-expressed GCN5 acetyltransferase | inhibition, % at 15.6 µM | 350,000 tested, 0.17% active | AID 651687;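 active = every replicate shows inhibition of at least 40%; inconclusive = mean inhibition at least 40% but some replicate below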;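 note: 0% = neutral control wells and 100% = positive control wells; some results beyond the cut were filed as inactive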
# Starred values were filed as active, the others as inactive; ? = inconclusive; . = not tested or not shown.
SMILES,C2C12 statin,PglD inh,Cneo AK release,INS-1E GSIS act,PAX8 reporter,ARNT-TACC3 inh,LGR2 antag,PGC1a acetyl inh
C[C@@H]1CN([C@H](C)CO)C(=O)c2cc(C#CCC3CCCC3)cnc2O[C@H]1CN(C)S(=O)(=O)c1cccs1,5,-3,-3,-4,41,6,19,-3
COc1ccc(C2CC(=O)C3=C(C2)Nc2ccccc2N(C(=O)CCC(=O)O)C3c2ccc(F)cc2)cc1 (stereo not drawn),-2,-5,0,0,-11,-1,0,3
COc1ccc(CNC(=O)CN(C)Cc2ccc(C(C)(C)C)cc2)cc1,3,-1,0,-13,5,-6,-16,-7
C[C@@H]1CCCCO[C@@H](CN(C)S(=O)(=O)c2cn(C)cn2)[C@@H](C)CN([C@H](C)CO)C(=O)c2cc(NC(=O)Nc3cccc4ccccc34)ccc2O1,.,1,45,-3,2,2,10,14
Cc1cccc(OCc2nc3ccccc3n2C)c1,1,-3,37,2,-134,-8,-54,2
CC12CCC(C(=O)N(NC(=O)c3cc(Cl)ccc3O)C1=O)C2(C)C (stereo not drawn),-6,3,0,.,.,8,.,-13
C[C@H](CO)N1C[C@H](C)[C@H](CN(C)S(=O)(=O)c2cn(C)cn2)Oc2ccc(NC(=O)Nc3ccc4c(c3)OCO4)cc2CC1=O,-26,0,-1,2,-2,-8,-26,-5
O=C(N/N=C/c1ccccc1[N+](=O)[O-])c1ccc2c(c1)OCCO2,.,.,.,-6,12,1,?,-2
C[C@H]1CN([C@@H](C)CO)C(=O)Cc2cc(NC(=O)CCC(F)(F)F)ccc2O[C@@H]1CN(C)C(=O)Nc1cccc2ccccc12,-8,0,-1,2,17,.,4,0
C[C@H](CO)N1C[C@H](C)[C@@H](CN(C)C(=O)C2CCOCC2)Oc2cc(-c3ccc(C(=O)N(C)C)cc3)ccc2S1(=O)=O,4,0,-3,17,6,-9,9,5
COc1ccc(OCCCC(=O)Nc2cccc(S(=O)(=O)N3CCCCCC3)c2)cc1,11,1,-1,-39,8,25,11,-10
COc1ccc(Nc2nnc(C)c(=O)[nH]2)c(OC)c1,-8,-1,0,14,0,-2,5,-14
O=C(N[C@H]1CC[C@H](CCNS(=O)(=O)c2ccc(Cl)cc2)O[C@H]1CO)c1ccccn1,-11,5,30,6,-10,-3,-5,-9
COc1ccc(CNC(=O)C[C@H]2CC[C@H](NC(=O)c3cccc(F)c3)[C@H](CO)O2)cc1,-1,1,12,-5,10,-21,-5,-4
CCC1CCCCN1C(=O)CNCC1CCCO1 (stereo not drawn),.,.,.,18,8,0,-1,3
COC(=O)CC1=NC(=O)CS1,-3,3,0,.,.,0,.,-3
NS(=O)(=O)c1ccc(CCNCC(=O)NC2CC2)cc1,-11,5,2,4,0,-10,-1,2
C/C=C/c1ccc(OCCCCN2C(=O)NC(C)(C)C2=O)c(OC)c1,1,.,0,.,.,-7,.,8
O=C(CSc1nnnn1-c1ccc(F)cc1)NC1CCCCC1,-10,0,0,-8,-14,-2,.,-10
CN(C)C(=O)C[C@H]1CC[C@H]2[C@@H](COC[C@H](O)CN2S(=O)(=O)c2ccccc2)O1,13,2,0,4,.,8,3,24
C[C@H](NC(=O)C[C@@H]1C[C@H]2c3cc(NS(C)(=O)=O)ccc3O[C@H]2[C@@H](CO)O1)c1ccccc1,-9,3,4,6,-19,-10,3,-11
O=C(CCC(=O)c1ccccc1)NCCOc1ccccc1,0,-1,0,5,-10,1,16,-4
CN(C)c1cccc(C(=O)Nc2nnc(Cc3ccccc3)s2)c1,0,2,-1,3,-30,-9,-17,.
Nc1nc(N2CCN(c3cccc(Cl)c3)CC2)n[nH]1,.,.,.,-1,-6,-13,-5,3
COc1ccc(COC(=O)C2=C(C)NC(=O)NC2c2cccc(OC)c2OC)cc1 (stereo not drawn),-9,5,1,-5,21,-10,-3,-10

# Limited to PGC1a acetyl inh, C2C12 statin and PglD inh (2 entries from above):
SMILES | PGC1a acetyl inh | C2C12 statin | PglD inh
O=C(N[C@H]1CC[C@H](CCNS(=O)(=O)c2ccc(Cl)cc2)O[C@H]1CO)c1ccccn1 | -9 | -11 | 5
O=C(N/N=C/c1ccccc1[N+](=O)[O-])c1ccc2c(c1)OCCO2 | -2 | . | .

# Going on with the list.
SMILES,C2C12 statin,PglD inh,Cneo AK release,INS-1E GSIS act,PAX8 reporter,ARNT-TACC3 inh,LGR2 antag,PGC1a acetyl inh
CN(C)C(=O)c1cccc(-c2cnc3c(NC=O)cc(-c4ccccc4N(C)C)cn23)c1,-9,2,1,5,13,.,1,6
CN(C)S(=O)(=O)c1ccc(Cl)c(NC(=O)CN2CCCCCC2)c1,.,.,.,-13,0,-2,11,.
C[C@H](O)C#Cc1ccc2c(c1)O[C@@H](CN(C)C)[C@H](C)CN([C@H](C)CO)S2(=O)=O,-14,2,-5,-22,5,-6,1,-1
CC1(C)Cc2c(cnn2-c2ccc(F)cc2)C(NC(=O)CCCN2CCCCC2=O)C1 (stereo not drawn),5,-1,1,-6,-27,-1,8,.
Cc1cc(C)n2nc(C(=O)OCCOc3ccc(F)cc3)nc2n1,1,2,0,4,.,-20,-1,9
C[C@@H]1CN([C@@H](C)CO)C(=O)c2cccc(NC(=O)C3CCOCC3)c2O[C@H]1CN(C)S(=O)(=O)c1cn(C)cn1,-35,-4,-6,21,.,-7,38,-2
C[C@@H]1CN([C@H](C)CO)C(=O)c2cc(C#CC(C)(C)O)cnc2O[C@H]1CN(C)Cc1cccc(C(=O)O)c1,-5,3,-2,12,.,-3,18,-6
Cc1cc(Br)c(NC(=O)CCNC(=O)OCc2ccccc2)cc1C,-9,-2,5,4,23,-27,5,-20
O=C(NCCCn1ccnc1)c1ccc(COc2ccccc2)o1,4,-3,1,35,6,5,22,-17
CC(C)Sc1nc(NCc2ccco2)c2c3c(sc2n1)COC(C)(C)C3,-34,4,-5,.,.,3,.,.
Cc1ccc(NC(=O)CCS(=O)(=O)c2cccc3nonc23)cc1Cl,-5,-7,-4,-14,5,30,0,7
O=C(COC(=O)c1cccnc1Cl)Nc1cc(S(=O)(=O)N2CCCCCC2)ccc1Cl,-5,1,-3,42*,16,0,7,.
O=C(N[C@H]1CC[C@H](CCn2cc(C3CCCCC3)nn2)O[C@H]1CO)c1cccnc1,1,3,-3,0,-3,-7,17,-1
COc1cccc(NC(=O)N[C@@H]2CC[C@@H](CC(=O)N3CCN(C)CC3)O[C@H]2CO)c1,-3,4,2,11,7,8,-12,-7
COc1ccc(Cl)cc1N(CC(=O)N1CCCCCC1)S(C)(=O)=O,24,0,3,-10,-5,-12,-19,.
Cc1ccc(C)c(C(=O)CN2C(=O)NC3(CCc4ccccc43)C2=O)c1 (stereo not drawn),3,4,0,-16,-4,-1,24,-4
COc1ccc(N2CCN(C(=O)COC(=O)CCOc3ccc(C(C)(C)C)cc3)CC2)cc1,-10,1,1,-4,-5,-6,-2,.
CCN(CC(=O)Nc1sc2c(c1C#N)CCCC2)CC(=O)NC1CCS(=O)(=O)C1 (stereo not drawn),.,.,.,-45,-4,9,-2,6
COc1ccccc1NC(=O)Nc1nc(CC(=O)NC2CCCC2)cs1,27,0,3,-5,13,1,8,.
CCOCCCNS(=O)(=O)c1ccc2c(c1)OCCO2,9,-1,0,.,.,.,3,-5
COC(=O)CCC(=O)NNC(=O)CCC(=O)Nc1cccc(Cl)c1C,.,.,.,-13,-5,1,9,.
COc1ccc(C(C)(C)NC(=O)C2CCC(=O)N(CCCN3CCCC3=O)C2)cc1 (stereo not drawn),1,3,3,0,-7,-1,-2,-8
O=C(O)c1ccc(NC(=O)C2(c3ccccc3)CCCC2)cc1,.,8,-3,-8,6,23,-1,6
CCCN(CCC)S(=O)(=O)c1ccc(C(=O)N2CCCc3ccccc32)cc1,1,-3,-6,.,10,0,.,-4
O=C(NCC1CCCN(C(=O)NCc2ccccc2)C1)c1ccc2c(c1)OCO2 (stereo not drawn),.,.,.,21,-25,-2,-13,.
# Next part:
SMILES,C2C12 statin,PglD inh,Cneo AK release,INS-1E GSIS act,PAX8 reporter,ARNT-TACC3 inh,LGR2 antag,PGC1a acetyl inh
O=C(CCCc1ccccc1)Nc1ccnn1C1CCN(Cc2ccccn2)CC1,.,3,-1,15,17,.,12,.
O=C(CSc1nnc(-c2ccccn2)o1)Nc1ccccc1C(F)(F)F,13,-1,2,18,-90,55*,13,4
CN1c2ccc(-c3ccc(F)cc3)cc2[C@H]2[C@H](CCN2C(=O)c2ccncc2)[C@@H]1CO,-24,-2,3,-15,-8,-5,12,-27
COc1ccc(-n2ncc3c2CC(C)(C)CC3NC(=O)C2CCN(C(C)=O)CC2)cc1 (stereo not drawn),-22,2,-2,11,-30,3,2,-6
Cc1ccc(N/C=C2\CCCCC2=O)nc1,2,1,0,.,-57,-2,.,2
CCCS(=O)(=O)NC(=O)C1(C)CCCN(C(=O)c2ccc(SC(F)(F)F)cc2)C1 (stereo not drawn),7,-3,-2,-8,3,.,-15,10
O=C1c2cccc(Sc3ccccc3)c2C(=O)c2c(Sc3ccccc3)cccc21,.,0,4,11,-12,20,-9,-7
O=C(NCCS(=O)(=O)NCc1ccccc1Cl)c1ccccc1,8,2,1,-13,5,-12,-9,8
COCCSc1ccccc1C(=O)Nc1cc([N+](=O)[O-])ccc1OC,.,.,.,-2,-16,-7,3,-22
CCN(CC)c1ccc(C(=O)N/N=C(\C)c2cccnc2)cc1,.,.,.,7,8,1,-11,-3
CC(=O)N(C)C[C@H]1Oc2cc(C#C[C@@H](C)O)ccc2S(=O)(=O)N([C@H](C)CO)C[C@@H]1C,8,9,6,30,-10,2,4,7
O=C(O)c1cc2cc(Cl)cc(Cl)c2oc1=O,.,2,-2,.,.,0,.,-4
C[C@@H]1CN([C@H](C)CO)C(=O)c2cc(NC(=O)Nc3ccc(F)cc3)ccc2O[C@H]1CN(C)S(=O)(=O)c1cn(C)cn1,-16,2,-2,6,-16,.,-7,1
O=C(Nc1cccc(-n2cnnn2)c1)c1cnccc1Cl,1,0,-1,154,22,-2,8,.
CCCn1c(SCc2ccccc2)nc2c1c(=O)[nH]c(=O)n2C,10,0,3,.,.,-1,.,8
O=C1NN(c2ccccc2)C(=O)C2C3C=CC(C4CC34)C12 (stereo not drawn),-3,-1,-4,-2,.,-5,-9,1
CCCOc1ccc(C(=O)N2CCN(c3ccc(N)cc3Cl)CC2)cc1,4,5,1,.,.,.,.,-2
COc1cc(Cn2c3ccc(NC(=O)CCc4ccc(O)cc4)cc3c(=O)n2C)ccc1F,18,-1,0,-11,23,.,-3,0
CCOC(=O)c1c(C)[nH]c(C(=O)COC(=O)c2cnccn2)c1C,-2,-3,2,70*,-10,7,2,9
CCCCCCC(=O)NNC(=O)c1c(O)c2ccccc2n(CCC)c1=O,.,.,.,15,-17,3,7,3
COc1ccc(CCN2CC(C(=O)Nc3ccc4c(c3)OCO4)CC2=O)cc1OC (stereo not drawn),0,.,.,23,-10,-1,-9,-5
CNC[C@H]1Oc2ncc(-c3ccccc3F)cc2C(=O)N([C@@H](C)CO)C[C@H]1C,-6,.,.,10,-19,.,-13,3
O=C(CCc1ccccc1)N/N=C\c1cc2c(cc1Br)OCO2,.,-4,1,-21,0,-33,3,.

# A different layout for part of the listing above:
# Each structure is followed by: C2C12 statin | PglD inh | Cneo AK release | INS-1E GSIS act | PAX8 reporter | ARNT-TACC3 inh | LGR2 antag | PGC1a acetyl inh
> Cc1ccc(N/C=C2\CCCCC2=O)nc1
    2 | 1 | 0 | . | -57 | -2 | . | 2
> CCCS(=O)(=O)NC(=O)C1(C)CCCN(C(=O)c2ccc(SC(F)(F)F)cc2)C1 (stereo not drawn)
    7 | -3 | -2 | -8 | 3 | . | -15 | 10
